D3 ag: D3 dopamine receptor (human) agonism. max activation, %. AID 652048. 410,000 compounds, 0.58% hits. P35462. D3R DiscoveRx beta-arrestin cells, luminescence, 90 min; in the data active = max activation above about 30%; also: 0% is about no effect; mostly tested at two doses, the higher about 12 µM
Target sequence (P35462 whole entry, looked up): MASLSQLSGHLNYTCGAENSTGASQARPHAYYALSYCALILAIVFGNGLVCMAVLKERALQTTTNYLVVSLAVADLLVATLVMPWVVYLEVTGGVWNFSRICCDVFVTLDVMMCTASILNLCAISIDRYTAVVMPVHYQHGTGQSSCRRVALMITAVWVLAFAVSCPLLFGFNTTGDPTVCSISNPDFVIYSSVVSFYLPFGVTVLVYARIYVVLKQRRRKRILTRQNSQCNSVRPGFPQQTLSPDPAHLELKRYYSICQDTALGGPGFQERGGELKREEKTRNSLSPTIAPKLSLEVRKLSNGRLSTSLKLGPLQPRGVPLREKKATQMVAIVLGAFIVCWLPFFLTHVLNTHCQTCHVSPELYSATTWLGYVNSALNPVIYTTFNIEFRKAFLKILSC
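Cells at 1500/well, incubated overnight, then treated with pinned compounds (dopamine as control) for 90 min at 37 degrees C. DiscoveRx reagent added for 30 - 60 minutes at room temperature; luminescence read.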
DRD3 antagonist: D3 dopamine receptor (human) antagonism; 360,000 compounds, 2.5% hits; P35462; max response, negative = inhibition, %; D3R cells, DiscoveRx beta-arrestin luminescence, antagonist mode; active compounds read low; AID 652054; in the data active = max response below about -50%; inconclusive = no clear call, values can overlap the other calls; also: % is scaled to controls: 0 for no effect and ±100 for the full control effect; mostly tested at two doses, the higher about 12 µM
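Cells expressing the human receptor were seeded at 1500 cells/well, incubated overnight at 37 degrees C in 5% CO2, then exposed to library compounds with dopamine controls for 90 minutes at 37 degrees C before luminescent detection.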
GLP1R cytotox: cytotoxicity counter-screen for GLP-1 receptor inverse agonists. HEK293 cAMP-luciferase reporter cells, luminescence, 24 h. 410,000 compounds, 0.13% hits. Potency, µM (highest dose often 38.3 µM), for inactives: top-dose activity change, negative = inhibition, actives largely listed as inhibitors;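 also: loss of luciferase light is scored as toxicity; potency is read from the fitted curve at half-maximal effect; % is scaled to controls: 0 for no effect and ±100 for the full control effect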
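A 23 nL compound transfer followed 12 hours of cell culture at 37 deg C; exposure then lasted 24 hr. Luciferase assay detection reagent was dispensed and plates read for luminescence after a 12 min room-temperature wait.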
KB-V1 MDR tox: kills drug-selected multidrug resistant KB-V1 cells | KB-V1 MDR cells viability, CellTiter-Glo, 72 h | Potency, µM (doses to about 46.1 µM), without a hit: top-dose activity change, negative = cytotoxicity, usual class: cytotoxic | 400,000 compounds, 3.4% hits | AID 1347076; also: potency is read from the fitted curve at half-maximal effect; % is scaled to controls: 0 for no effect and ±100 for the full control effect; nearly all actives have a fitted effect of over 60% in size
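Drug-selected KB-V1 cells, grown in DMEM lacking phenol red with 10% FBS, receive compound titrations; after three days at 37 degrees C, surviving cell ATP is quantified by CellTiter-Glo luminescence and responses normalized and curve-fitted.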
TDP-43 yeast inh: rescues yeast growth from TDP-43 toxicity; TDP-43 expressing yeast growth rescue, BacTiter-Glo, 24 h; Potency, µM (series often up to 46.1 µM), inactives show top-dose growth rescue (activation), most hits filed as activators; 410,000 compounds, 1.8% hits; AID 652104; also: potency is read from the fitted curve at half-maximal effect; % of control where 0% means no effect; nearly all actives have a fitted effect of over 50% in size
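Luminescence from BacTiter-Glo reports growth of TDP-43-expressing yeast after 24 hr at 30 deg C with compound. Cells were raffinose-pregrown to mid-log, then seeded in galactose medium at OD600=0.02.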
GLP-1R agonist: GLP-1 receptor (human) agonism. P43220. HEK293 GLP-1R CRE-luciferase, luminescence, 4-6 h; cells express a hypersensitive GLP-1R form. Potency, µM (series often up to 45.6 µM), inactives show top-dose activation, actives largely listed as activators. 380,000 compounds, 0.007% hits. AID 624172; also: potency is read from the fitted curve at half-maximal effect; % of control where 0% means no effect
aSyn yeast inh: alpha-synuclein toxicity inhibition in yeast | Yeast expressing alpha-synuclein, growth rescue, BacTiter-Glo, 24 h | Potency, µM (series often up to 46.1 µM), inactives show top-dose growth rescue (activation), most hits filed as activators | 370,000 compounds, 0.14% hits | AID 652106; also: potency is read from the fitted curve at half-maximal effect; % of control where 0% means no effect; nearly all actives have a fitted effect of over 65% in size
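Screening used galactose-induced yeast with toxic alpha-synuclein levels, exposed to compound for 24 hr at 30 deg C. Cell growth, read with BacTiter-Glo luminescence, gave the measured signal.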
PTHR1 ag: agonists of human PTHR1 parathyroid hormone receptor; Q03431; HEK293 GP2 PTHR1 cells, GloSensor cAMP luminescence, 1 h; Potency, µM (titrated, usually from 115 µM), for inactives: at the top dose activation, most hits filed as activators; 410,000 compounds, 0.075% hits; also: potency is read from the fitted curve at half-maximal effect; nearly all actives have a fitted effect of over 55% in size; some results filed as inactive show a strong effect at the top dose; inactives centre near -15; many of its hits are not listed in these tables
Target sequence (Q03431 whole entry, looked up): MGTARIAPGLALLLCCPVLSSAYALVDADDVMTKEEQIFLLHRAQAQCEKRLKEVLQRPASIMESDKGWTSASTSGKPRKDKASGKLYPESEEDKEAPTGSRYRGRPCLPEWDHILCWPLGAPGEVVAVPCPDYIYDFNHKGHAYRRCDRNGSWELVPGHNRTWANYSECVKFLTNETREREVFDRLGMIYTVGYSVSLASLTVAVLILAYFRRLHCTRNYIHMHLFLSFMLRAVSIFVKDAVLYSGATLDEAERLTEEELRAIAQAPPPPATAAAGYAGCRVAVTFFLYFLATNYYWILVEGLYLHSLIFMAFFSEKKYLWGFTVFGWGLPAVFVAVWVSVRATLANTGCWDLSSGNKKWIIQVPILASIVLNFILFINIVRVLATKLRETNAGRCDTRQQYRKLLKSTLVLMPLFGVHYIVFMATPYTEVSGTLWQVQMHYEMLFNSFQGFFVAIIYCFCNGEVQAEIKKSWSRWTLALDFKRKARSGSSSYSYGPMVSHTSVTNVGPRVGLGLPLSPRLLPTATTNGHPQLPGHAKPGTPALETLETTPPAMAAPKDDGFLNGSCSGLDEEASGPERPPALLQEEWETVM
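HEK-293-derived GP2 cells expressing PTHR1 and a GloSensor cAMP reporter, 3,000/well, plated overnight, given luciferin plus IBMX (each 0.5 mM as added) for 1 h at 37 °C, then compound for 1 h at 37 °C. Luminescence was read after 15 min at room temperature.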
GLP1R inv ag: acts as inverse agonist at human GLP-1 receptor. P43220. Potency, µM (series often up to 38.3 µM), without a hit: at the highest dose activity change, negative = inhibition, usual class: inhibitors. 410,000 compounds, 1.6% hits. AID 624417. HEK293 GLP-1R CRE-luciferase, luminescence, 24 h; GLP-1R form is constitutively active; also: potency is read from the fitted curve at half-maximal effect; % is scaled to controls: 0 for no effect and ±100 for the full control effect; nearly all actives have a fitted effect of over 55% in size
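Cells are plated, allowed 12 hours at 37 deg C, then treated with compounds for 24 hr before luciferase detection reagent is added and luminescence is read after 12 min at room temperature. The HEK293 line carries constitutively active GLP-1R with a cAMP-responsive reporter.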
Active calls of the source: *; i = inactive; ? = inconclusive; nt = not tested or not shown; & = joins results of further samples; [ ] = another dose, or the depositor's remark. Unless noted, calls follow the shape of the dose curve; as a rule, active = well fitted curve in the direction sought with a large enough effect; inconclusive = small, poorly fitted or top-dose-only effect, or another doubt; inactive = no such curve, though single readings can be large; an effect the other way counts as inactive or inconclusive. Some of the compounds tested, so the mix of outcomes need not match the whole.

1: Cc1cc(C)n2nc(C(F)(F)F)c(-c3ccccc3)c2n1
2: COc1ccc(NC(=O)COC(=O)c2ccc(OCc3ccc(Cl)cc3Cl)c(OC)c2)c(OC)c1
3: COCCn1c(C)cc(C(=O)CSc2nnc(-c3cccnc3)n2-c2ccccc2F)c1C
4: CC(C)CNC(=O)C(=O)NC1CCCC1
5: CCc1nc2ccc(C(=O)N3CCNC(=O)C3)cn2c1N(C)CCC(C)C
6: O=C(CC(c1cccs1)N1Cc2ccccc2C1=O)Nc1ccc(F)c(F)c1 (stereo not drawn)
7: COc1cccc(CC2(CO)CCCN(Cc3ccc(C)s3)C2)c1 (stereo not drawn)
8: COc1ccc(/C=N/NC(=O)c2ccco2)cc1COc1ccc(F)cc1
Screen / compound no.,1,2,3,4,5,6,7,8
D3 ag,-9,3,5,0,0,0,-24,-5
DRD3 antagonist,-2,13,34,-3,14,nt,?,11
GLP1R cytotox,-2%,-6%,3%,2%,-4%,-6%,6%,-29%
KB-V1 MDR tox,10%,?,-5%,9%,-9%,nt,?,-13%
TDP-43 yeast inh,0%[0.397 µM],13%,11%,7%,0%,6%,-12%,17%
GLP-1R agonist,20%,1%,-8%,-9%,-4%,nt,13%,2%
aSyn yeast inh,-2%,-9%,nt,-2%,0%,nt,-3%,3%
PTHR1 ag,i,-28%,i,i,i,0%,i,-12%
GLP1R inv ag,7%,8%,0%,10%,18%,4%,?,6%

9: C#CCOc1ccc(/C=C2/C(=O)ON=C2C)cc1Br
10: Cc1ccc(S(=O)(=O)N(C)C)cc1NC(=O)COC(=O)Cc1cccs1
11: CC(C)c1ccc(NC(=O)NCc2ccccn2)cc1
12: Cc1ccc(CNc2ccc3c(c2)ncn3C)cc1
13: O=C(Nc1ccccc1)Nc1scc2c1c(=O)oc1ccccc12
14: O=C(CNc1ccccc1OC(F)F)N1CCc2ccccc21
15: CCc1nc2ccccc2nc1N1CCN(S(=O)(=O)c2ccccc2)CC1
16: CN(Cc1cccnc1)Cc1cn(C)nc1-c1cccc(Cl)c1
Screen / compound no.,9,10,11,12,13,14,15,16
D3 ag,-10,5,-4,-2,0,0,-3,-8
DRD3 antagonist,-11,?,-13,-24,20,-3,2,-17
GLP1R cytotox,1%,12%,-13%,18%,-3%,-1%[7.66 µM],-10%,-16%
KB-V1 MDR tox,0%,-3%,20%,-8%,?,12%,?,?
TDP-43 yeast inh,-91%[inhibitor],14%,4%,-5%,9%,9%[9.22 µM],5%,-7%
GLP-1R agonist,11%,-13%,17%,2%,9%,13%,1%,-6%
aSyn yeast inh,-4%,-1%,1%,-7%,1%,0%,-1%,-8%&-9%
PTHR1 ag,-23%,i,-2%,-11%[57.5 µM],0%,-9%,-19%,?
GLP1R inv ag,1%,25%,-20%,0%,19%,18%[7.66 µM],-18%,18%

17: Cc1ccc(-c2csc(NC(=O)c3cccc([N+](=O)[O-])c3C(=O)O)n2)cc1
18: COc1ccc(NS(=O)(=O)c2ccc(-n3cccn3)cc2)cc1OC
19: O=C(NCc1ccc(Cl)cc1)c1cnc2sc(N3CCOCC3)nn2c1=O
20: COc1ccccc1C(=O)Nc1ccc2c(c1)nc(CN1CCN(C(C)=O)CC1)n2C
21: Nc1nnc(-c2ccccc2)s1
22: C=CCN1CCN(C(c2cccc(OC)c2OC)c2nnnn2CCC(C)C)CC1 (stereo not drawn)
23: Cc1ccc(NC(=O)c2cc3cc(C)ccc3n2C)cc1
24: Cn1c(=O)c2c(nc(NCCO)n2C)n(C)c1=O
Screen / compound no.,17,18,19,20,21,22,23,24
D3 ag,10,-12,-8,5,3,-4,7,1
DRD3 antagonist,3,nt,nt,-10,-23,-19,nt,1
GLP1R cytotox,2%,-8%,5%,1%,-5%,3%,-2%,4%
KB-V1 MDR tox,0%,0%,-3%,?,14%,?,0%,24%
TDP-43 yeast inh,9%,-5%,7%,-16%,-9%,15%,0%[9.22 µM],7%
GLP-1R agonist,-1%,nt,nt,3%,-3%,1%,nt,-8%
aSyn yeast inh,2%,nt,nt,1%,-1%,0%,nt,0%
PTHR1 ag,-15%,-42%,-2%,-7%[57.5 µM],i,i,i,i
GLP1R inv ag,5%,-18%,2%,5%,9%,-4%,2%,6%

25: CCOc1cc(C(=O)NCc2ccc3c(c2)CCN3C(=O)CC)cc(OCC)c1OCC
26: CCOC(=O)Nc1ccc2nc(-c3cscn3)[nH]c2c1
27: CCCCOCCCNCc1cccn1CCN1CCOCC1
28: Cc1ccc(C(=O)C(C)OC(=O)c2cc3cc([N+](=O)[O-])ccc3oc2=O)cc1 (stereo not drawn)
29: Cc1ccn2cc(C(=O)NCc3ccco3)nc2c1
30: COc1ccc(-n2c(SCC(N)=O)nnc2-c2ccc(NS(=O)(=O)c3ccc(C)cc3)cc2)cc1
31: CC(Cc1cnccn1)NC(=O)c1cc(COc2ccc(F)cc2F)on1 (stereo not drawn)
32: O=C(NC1CC1)C1=C[C@H](c2csc3ccccc23)C[C@H](OCc2ccc(CO)cc2)O1
Screen / compound no.,25,26,27,28,29,30,31,32
D3 ag,-17,-1,-10,-7,3,1,6,4
DRD3 antagonist,nt,4,-22,-99*,12,-15,14,-26
GLP1R cytotox,0%,-14%,7%,-18%,13%,4%,0%,0%
KB-V1 MDR tox,-2%,3.7µM*,-23%,12%,-10%,0%,-17%,?
TDP-43 yeast inh,?,-1%,-7%,-41%[inhibitor],-24%,-18%,20%,?
GLP-1R agonist,6%,5%,0%,-9%,5%,13%,-1%,11%
aSyn yeast inh,nt,1%,-2%,9%,3%,5%,4%,10%
PTHR1 ag,i,-17%,i,-6%[57.5 µM],i,i,-17%,0%
GLP1R inv ag,8%,?,-5%,-2%,17%,13%,-17%,-12%

33: CC1(C(=O)NS(=O)(=O)c2ccc(Cl)cc2)CCN1C(=O)Cc1cc(F)ccc1F (stereo not drawn)
34: O=C(Nc1cccc2ccccc12)c1nn(C23CC4CC(CC(C4)C2)C3)cc1[N+](=O)[O-]
35: COC(=O)Cc1c(C(=O)OC)nnn1-c1cccc(C(F)(F)F)c1
36: CNC(=O)C1CC(=O)N(c2ccc(OCC(=O)Nc3ccc(F)cc3)cc2)C1 (stereo not drawn)
37: O=C(Cc1ccc([N+](=O)[O-])cc1)OCc1ccc([N+](=O)[O-])cc1
38: O=C(Cn1nc(-c2ccccc2)oc1=O)OCC(=O)c1ccccc1
39: Cc1ccc(N=Nc2c(C)[nH]n(C(N)=S)c2=O)cc1C
40: COCCCNC(=O)c1cc(Sc2nnc(C)s2)nc2ccccc12
Screen / compound no.,33,34,35,36,37,38,39,40
D3 ag,13,-32,-10,-5,6,3,4,-2
DRD3 antagonist,1,-18,-16,4,-20,18,-12,-13
GLP1R cytotox,1%,-15%,?,11%,-5%,12%,?,3%
KB-V1 MDR tox,21%,1%,-1%,16%,21%,0%,?,-13%
TDP-43 yeast inh,15%,4%,-12%,1%,-11%,-10%,0%,3%
GLP-1R agonist,-7%,-8%,8%,5%,19%,8%,-4%,9%
aSyn yeast inh,0%,18%,-2%,0%,0%,1%,-19%,2%
PTHR1 ag,-1%,-25%[57.5 µM],-16%,i,-25%,i,-77%[inhibitor],-27%
GLP1R inv ag,-14%,0%,1%,26%,0%,2%,0.5µM*,-1%

Rewritten with tabs: part of the list above
item	SMILES	D3 ag	DRD3 antagonist	GLP1R cytotox	KB-V1 MDR tox	TDP-43 yeast inh	GLP-1R agonist	aSyn yeast inh	PTHR1 ag	GLP1R inv ag
1	Cc1cc(C)n2nc(C(F)(F)F)c(-c3ccccc3)c2n1	-9	-2	-2%	10%	0%[0.397 µM]	20%	-2%	i	7%
2	COc1ccc(NC(=O)COC(=O)c2ccc(OCc3ccc(Cl)cc3Cl)c(OC)c2)c(OC)c1	3	13	-6%	?	13%	1%	-9%	-28%	8%
31	CC(Cc1cnccn1)NC(=O)c1cc(COc2ccc(F)cc2F)on1 (stereo not drawn)	6	14	0%	-17%	20%	-1%	4%	-17%	-17%

The results go on:
41: O=[N+]([O-])c1cn(-c2nc(-c3ccco3)cc(C(F)(F)F)n2)cn1
42: COc1ccc(C(C#N)N2CCC(c3ccccc3)=N2)cc1 (stereo not drawn)
43: CCc1nc2c(OCc3cccc(Cl)c3)cccn2c1N(C)C(C)=O
44: O=C(COc1ccccc1Cl)N1CCc2ccccc21
45: COc1cc(C2c3c(oc4ccc(F)cc4c3=O)C(=O)N2Cc2ccc3c(c2)OCO3)ccc1O (stereo not drawn)
Screen / compound no.,41,42,43,44,45
D3 ag,-3,2,-10,-10,8
DRD3 antagonist,-6,7,6,8,nt
GLP1R cytotox,-2%,1%,31%[activator],11%,0%
KB-V1 MDR tox,2%,1%,-21%,4%,3%
TDP-43 yeast inh,12%,-13%,9%,-4%,7%
GLP-1R agonist,-5%,3%,12%,15%,nt
aSyn yeast inh,2%,0%,1%,3%,nt
PTHR1 ag,-22%[57.5 µM],-12%,-24%,-17%,17%
GLP1R inv ag,4%,60%[activator],-17%,?,6%

Assay outcomes (PubChem BioAssay)
